HEK cytotox – HEK 293 cell cytotoxicity; HEK 293 viability, ATP luminescence (CellTiter-Glo), 48-72 h; Potency, µM (series often up to 115 µM), for the others: at the top dose activity change, negative = cytotoxicity, hits mostly inhibitors; hit rate 6.6% among 94,000; further: potency means the concentration at half of the fitted maximal effect; nearly all actives have a fitted effect of over 60% in size
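qHTS cytotoxicity; HEK 293, 250 cells/well; compound pinned; 48 or 72 hr, 37 degree Celsius, 5% CO2, 95% humidity; CellTiter-Glo, 10 min RT; luminescence (ATP).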
SNCA viab count – counter-screen for SNCA expression inhibitors: cell viability; hit rate 0.12% among 150,000; AID 1671193; Potency, µM (highest dose often 57.1 µM), without a hit: top-dose activity change, negative = cytotoxicity, most hits filed as cytotoxic; HEK-293-SNCA-luc viability, GF-AFC fluorescence, 24 h;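 further: potency means the concentration at half of the fitted maximal effect; 0% = DMSO-treated cells and -100% = medium-only wells without cells; nearly all actives have a fitted effect of over 30% in size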
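HEK-293-SNCA-luc cells (1500/well) plated 24 h, then exposed 24 h to a dilution series; GF-AFC added 30 min at 37C, fluorescence 405/540 nm; normalised to medium-only and DMSO wells, Hill fit.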
SNCA expr inh – reduces expression of the alpha-synuclein gene | HEK-293 SNCA-luciferase knock-in, luminescence, 24 h | Potency, µM (titrated, usually from 57.2 µM), for the others: top-dose activity change, negative = inhibition, most hits filed as inhibitors | hit rate 0.17% among 140,000;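 further: potency means the concentration at half of the fitted maximal effect; plate controls were DMSO cells for no effect and cell-free wells for full effect; nearly all actives have a fitted effect of over 45% in size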
GPT2 inhibitor – inhibitors of human GPT2 alanine aminotransferase | Recombinant GPT2, coupled pyruvate oxidase/HRP Amplex Red fluorescence | Q8TD30 | AID 1671188 | hit rate 0.25% among 100,000 | Potency, µM (top dose mostly 57.7 µM), for the others: at the top dose activity change, negative = inhibition, actives largely listed as inhibitors; further: potency means the concentration at half of the fitted maximal effect; nearly all actives have a fitted effect of over 60% in size; many of its hits are not listed in these tables
Target sequence (Q8TD30 whole entry, looked up): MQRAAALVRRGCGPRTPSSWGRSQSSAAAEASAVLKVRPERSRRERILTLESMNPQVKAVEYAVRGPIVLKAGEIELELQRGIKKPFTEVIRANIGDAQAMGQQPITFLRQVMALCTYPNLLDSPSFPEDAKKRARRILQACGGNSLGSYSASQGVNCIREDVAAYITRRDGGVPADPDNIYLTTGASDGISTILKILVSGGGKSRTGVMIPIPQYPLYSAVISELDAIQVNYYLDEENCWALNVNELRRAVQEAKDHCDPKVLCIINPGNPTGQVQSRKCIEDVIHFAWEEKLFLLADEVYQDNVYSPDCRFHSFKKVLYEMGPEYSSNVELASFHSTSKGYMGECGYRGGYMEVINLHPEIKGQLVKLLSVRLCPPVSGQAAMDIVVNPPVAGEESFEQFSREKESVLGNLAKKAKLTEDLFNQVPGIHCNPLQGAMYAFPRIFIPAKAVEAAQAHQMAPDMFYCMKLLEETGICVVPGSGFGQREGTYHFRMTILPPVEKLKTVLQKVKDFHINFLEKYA
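GPT2 10ng/uL, a-KG 250uM, L-Ala 2mM, HEPES pH7.5 + 0.0001% Tween; 30 min RT. Then Amplex mix (PO/HRP/ThPP), 30 min RT dark, fluorescence. AOA 50uM used as positive control.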
Luciferase inh – blocks purified firefly luciferase enzyme activity; Potency, µM (doses to about 115 µM), for the others: top-dose activity change, negative = inhibition, actives largely listed as inhibitors; hit rate 2.5% among 76,000; purified P. pyralis luciferase, luminescence, biochemical; further: potency means the concentration at half of the fitted maximal effect; nearly all actives have a fitted effect of over 65% in size
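Luminescence read by CCD imager after adding enzyme (10nM final) to wells holding compound, titrated in qHTS. Substrates 10uM each D-luciferin and ATP; buffer 50mM Tris acetate pH 7.5, 10mM Mg acetate, Tween-20, BSA.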
IP6K1 inh – IP6K1 kinase inhibition; Q92551; IP6K1 kinase, ADP-Glo luminescence, 2 h; stronger effect = lower value; activity change, % (series mostly up to about 58 µM); hit rate 0.81% among 140,000; in the data active means activity change below about -25%
Target sequence (Q92551 whole entry, looked up): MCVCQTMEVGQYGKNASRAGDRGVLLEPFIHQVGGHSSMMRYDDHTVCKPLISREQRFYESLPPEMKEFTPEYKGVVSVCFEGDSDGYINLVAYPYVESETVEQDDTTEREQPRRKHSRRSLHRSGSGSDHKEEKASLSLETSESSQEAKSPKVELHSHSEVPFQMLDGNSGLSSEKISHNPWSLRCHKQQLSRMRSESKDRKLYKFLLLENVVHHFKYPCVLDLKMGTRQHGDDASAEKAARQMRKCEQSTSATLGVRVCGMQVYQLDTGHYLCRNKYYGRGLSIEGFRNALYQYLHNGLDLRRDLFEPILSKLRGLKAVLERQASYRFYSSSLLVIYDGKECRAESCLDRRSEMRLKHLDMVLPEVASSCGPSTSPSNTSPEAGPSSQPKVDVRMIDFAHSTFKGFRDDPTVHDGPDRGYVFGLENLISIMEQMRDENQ
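ADP-Glo luminescence measures ADP made by human IP6K1 during a 2 h RT reaction with ATP/IP6 (mix at 1.3 mM/130 uM); top library doses 57.5 and 19.1 uM final.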
NIH3T3 tox – NIH 3T3 cell cytotoxicity; NIH 3T3 viability, CellTiter-Glo ATP luminescence, 48-72 h; Potency, µM (highest dose often 96.7 µM), for the others: at the highest dose activity change, negative = cytotoxicity, actives largely listed as inhibitors; hit rate 4.3% among 94,000; further: potency means the concentration at half of the fitted maximal effect; nearly all actives have a fitted effect of over 55% in size
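Cells were seeded at 400 per well, treated with pin-transferred compound, and kept 48 or 72 hr at 37 °C before CellTiter-Glo addition and luminescence imaging of cellular ATP.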
Starred values were filed as active, the others as inactive; i = inactive; u = inconclusive; x = no result given; [ ] = dose if it differs, or a comment. Unless noted, the call rests on the fitted dose curve; in most records, active means well fitted curve in the direction sought with a large enough effect; inconclusive means small, poorly fitted or top-dose-only effect, or another doubt; inactive means no such curve, though single readings can be large; an effect the other way counts as inactive or inconclusive. Unless noted, on the % scale 0 is the no-effect control and ±100 the full control effect. An excerpt, so the mix of outcomes need not match the whole.

item	molecule	SNCA expr inh	SNCA viab count	Luciferase inh	NIH3T3 tox
1	Cn1ncc(CN2CCc3nc(-c4ccc(F)cc4F)[nH]c3C2)c1C1CC1	14.7%	1.2%	-22.2%	-8.3%
2	CCOC(=O)c1cc(-c2ccc(OC)cc2)n(CCC(=O)NC2CCC(C)CC2)c1C (configuration not stated)	-10.9%	-22.0%	x	x
3	COC(=O)c1cc(NC(=O)Cn2nc(-c3ccccc3)c3c(c2=O)CCCC3)cc(C(=O)OC)c1	-12.2%	8.8%	x	x
4	CN(C)c1nccnc1OC1CCN(C(=O)C2CCCCC2)C1 (configuration not stated)	198.8%[activator]	-8.6%	u	-8.1%
5	COc1ccc(F)cc1-c1ccc(CN2CCCCC2C(=O)NCc2cccs2)cc1 (configuration not stated)	x	x	x	12.6µM*
6	O=C(Cn1cccc1-c1nc(-c2ccc(F)cc2)no1)NCCC1=CCCCC1	u	-8.7%	-1.1%	-24.5%
7	Cc1cccc(OCC(=O)Nc2ccc(Cl)c(-c3nc4ccccc4[nH]3)c2)c1	u	u	x	x
8	C[C@@H](NC(=O)c1cccs1)c1onc(-c2cccnc2)c1C(=O)O	5.1%[87.6 µM]	7.1%[87.6 µM]	-1.1%[172 µM]	1.7%[174 µM]
9	CC(C)NC(=O)c1ccc2nc(-c3ccccn3)oc2c1	u	1.4%	x	u
10	CC(C)CCN(Cc1ccco1)C(=O)c1cc2c(s1)-c1ccccc1OC2	9.1%	16.4%	x	x
11	CC(C)c1ccc(S(=O)(=O)c2nnn3c2nc(NCCc2ccccc2)c2sccc23)cc1	20.0%	5.7%	x	x
12	CN1CCN(c2cc(=O)c3ccnc(-c4ccc(Cl)cc4)c3o2)CC1	6.2%[87.6 µM]	-5.4%[87.6 µM]	13.1%[172 µM]	u
13	NC(=O)c1ccccc1OCC(=O)N1CC(CNC(=O)Nc2ccccc2)C2(C1)CN(c1ccccc1)C2 (configuration not stated)	u	-4.7%	-6.9%	u
14	CSc1ccc(C(=O)N[C@@H]2CCCC[C@@H]2NC(=O)CNC(=O)c2cc(C(F)(F)F)ccc2NC(=O)NC(C)C)cc1	x	u	x	x
15	Cc1nn(S(=O)(=O)c2ccc(C(C)C)cc2)c(C)c1S(=O)(=O)N1CCCCCC1	-5.1%	-4.8%	x	x

item	GPT2 inhibitor	IP6K1 inh	HEK cytotox
1	2.0%	1.8	u
2	x	-8.8	x
3	x	2.6	x
4	i	-1.9	u
5	x	-4.9	u
6	-13.5%	19.8	u
7	x	15.5	x
8	-19.6%[88.5 µM]	-3.1	i
9	i	-7.2	44.7µM*
10	x	-18.2	x
11	x	0.2	x
12	-13.0%[88.5 µM]	-32.4*	-6.4%[172 µM]
13	1.6%	-1.9	u
14	-10.9%	-1.2	x
15	x	-15.3	x

item	molecule	SNCA expr inh	SNCA viab count	Luciferase inh	NIH3T3 tox
16	CCOC(=O)N1CCN(C(=O)c2cnn(-c3cccc(C)c3)c2-n2cccc2)CC1	34.7%[activator]	1.5%	x	x
17	COCCNC(=O)c1sc2nc3n(c(=O)c2c1C)CCC3	20.2%	2.8%	x	x
18	CC(C)CCN1CCC(N2CCN(C(=O)c3ccncc3)CC2)C1=O (configuration not stated)	-14.9%	-3.0%	0.9%	0.8%
19	CN(C)[C@@H]1CN(C2CCCCC2)CC[C@@H]1CO	16.0%	0.2%[12.5 µM]	-2.1%	1.8%
20	C[C@@H](N)C(=O)N1CCC(C(=O)Nc2cccc(-c3cccc(Cl)c3)c2)CC1	4.6%	-1.0%	-1.8%	28.2µM*
21	CC(C)CC(=O)N[C@H](C)c1onc(-c2cccnc2)c1C(=O)O	5.8%[87.6 µM]	5.5%[87.6 µM]	-0.4%[172 µM]	-0.9%[174 µM]
22	COc1ccc(C2=C(C)C(N3CCN(c4ccc(OC)cc4)CC3)=NS2(=O)=O)cc1	54.9%[activator]	-8.9%	x	x
23	O=C(NCCc1c[nH]c2ccccc12)c1ccccc1C1CCNC1 (configuration not stated)	-4.9%	-0.7%	4.1%	-10.0%
24	Cc1cn2nnc(C(=O)NC3CCN(Cc4ccccc4)CC3)c2c(=O)[nH]1	20.5%	-2.3%	-9.7%	-6.5%
25	O=C1CCN(S(=O)(=O)c2ccccc2)CCCC(C(=O)NCCc2ccccc2)CCN1 (configuration not stated)	16.3%	3.6%	0.4%	-11.7%
26	CCC(=O)N1CCC(n2c(C)cnc2-c2ccncc2)CC1	0.3%	12.9%	-0.4%	i
27	CCCCCn1cc2c(c1-c1ccc(Br)cc1)c(=O)n(C)c(=O)n2C	1.4%	4.3%	x	x
28	CC(C)CNC(=O)c1cc(C2CC2)nc2onc(C3CCNCC3)c12	7.1%	-0.1%	x	-24.1%
29	CN1C[C@H](NS(C)(=O)=O)CCC[C@@H](C(=O)NCc2cc(F)cc(F)c2)CC1=O	8.7%[87.6 µM]	2.5%[87.6 µM]	-6.8%[172 µM]	-4.8%[174 µM]
30	Cc1cc(=O)n(CC(=O)Nc2ccccc2)c(-c2ccc(F)cc2)n1	-4.9%	-9.3%	-0.4%	-8.0%

item	GPT2 inhibitor	IP6K1 inh	HEK cytotox
16	x	11.2	x
17	x	-6.0	x
18	i	-1.2	i
19	2.9%	4.9	i
20	2.0%	19.2	39.8µM*
21	0.2%[88.5 µM]	3.4	4.7%[172 µM]
22	x	-1.0	x
23	i	0.0	-2.3%
24	3.5%	-12.8	15.8%
25	i	-3.2	-1.6%
26	u	-4.4	-0.8%
27	x	2.5	x
28	i	-5.8	-10.1%
29	i	4.6	i
30	-11.9%	3.4	-4.2%

Just SNCA viab count, SNCA expr inh and NIH3T3 tox, for some of the entries so far:
nr | molecule | SNCA viab count | SNCA expr inh | NIH3T3 tox
27 | CCCCCn1cc2c(c1-c1ccc(Br)cc1)c(=O)n(C)c(=O)n2C | 4.3% | 1.4% | x
30 | Cc1cc(=O)n(CC(=O)Nc2ccccc2)c(-c2ccc(F)cc2)n1 | -9.3% | -4.9% | -8.0%
24 | Cc1cn2nnc(C(=O)NC3CCN(Cc4ccccc4)CC3)c2c(=O)[nH]1 | -2.3% | 20.5% | -6.5%

Following part
item	molecule	SNCA expr inh	SNCA viab count	Luciferase inh	NIH3T3 tox
31	Cc1cccc(C)c1NC(=O)c1c(C)oc2c1C1=NCCN1C=N2	41.1%[activator]	-4.5%	x	x
32	CCOc1ccccc1NC(=O)c1cc(S(=O)(=O)NC2CCCC2)ccc1F	10.6%	-3.7%	x	x
33	CN1CC[C@H](c2nnc(-c3ccc(Cl)cc3)o2)C1	116.2%[activator][87.6 µM]	5.1%[87.6 µM]	-0.3%[230 µM]	-26.7%[174 µM]
34	Cc1nc2c(c(-c3ccc(O)cc3)n1)CN(Cc1cncs1)CC2	7.7%[87.6 µM]	0.7%[87.6 µM]	-2.0%[172 µM]	-20.0%[138 µM]
35	COCCN1C(=O)c2ccccc2C(C(=O)NCc2cccc(F)c2)C12CCCC2 (configuration not stated)	-9.1%	-17.5%	3.3%	0.3%
36	COCCNC(=O)[C@H]1C[C@H](Oc2ccccc2)CN1C(=O)Cc1cccc(C)c1	6.4%	4.8%	6.7%	-9.0%
37	Cc1ccccc1NC(=O)c1c(NC(=O)C(C)Oc2cccc(Cl)c2)sc2c1CCCC2 (configuration not stated)	1.6%	5.8%	x	x
38	O=C(CSc1nc2c(oc3ccccc32)c(=O)n1Cc1ccco1)Nc1ccccc1Cl	0.7%	-8.4%	x	x
39	COc1cccc(C(=O)N[C@H]2[C@H](O)[C@H](O)C[C@@H]2c2ccc(C(F)(F)F)nc2)c1	-8.0%[87.6 µM]	6.1%[87.6 µM]	-3.2%[172 µM]	-10.5%[174 µM]
40	COc1ccccc1C(=O)NCc1nnc2c(-c3nc(C(C)C)no3)cccn12	5.3%	-5.9%	7.8%	-10.6%
41	Cc1occc1C(=O)N1CC(F)(F)C[C@H]1c1nc(C2CC2)no1	117.3%[activator]	-0.5%	u	2.8%
42	Cc1nccn1CC(=O)N1CCCC(c2[nH]ccc2C(N)=O)C1 (configuration not stated)	21.7%	-0.8%[12.5 µM]	1.4%	4.0%
43	CC(NC1CCC2(CCNCC2)CC1)c1ccc(S(C)(=O)=O)cc1 (configuration not stated)	7.5%	3.9%	8.0%	0.2%
44	CCOc1ccc(N(CC(=O)NCc2ccc(C)cc2)S(=O)(=O)c2c(C)[nH]c(=O)[nH]c2=O)cc1	u	-17.6%	x	x
45	CC1CCC2(CC1)NC(=O)N(CC(=O)NCc1ccccc1F)C2=O (configuration not stated)	54.6%[activator]	-3.8%	0.0%	-39.8%

item	GPT2 inhibitor	IP6K1 inh	HEK cytotox
31	x	-2.0	x
32	x	4.1	x
33	2.8%[88.5 µM]	2.1	-14.9%[230 µM]
34	-1.1%[88.5 µM]	13.9	u
35	u	3.4	8.6%
36	i	34.0	i
37	x	3.4	x
38	x	14.3	x
39	i	-7.7	u
40	i	16.3	-4.5%
41	-19.9%	3.0	u
42	i	5.7	i
43	2.4%	8.6	i
44	x	-17.4	x
45	1.2%	-16.3	-16.1%

item	molecule	SNCA expr inh	SNCA viab count	Luciferase inh	NIH3T3 tox
46	CC(=O)N1CCC(Cc2ccc(C(=O)NCc3cc(F)cc(F)c3)cc2)CC1	-4.2%	15.1%	x	u
47	Cc1c(NC(=O)C(F)(F)F)ccc2nc3c(=O)n(C)c(=O)n(C)c3nc12	18.1%	4.4%	x	x
48	CCOc1ccc2nc(C)cc(Nc3ccccc3OCC)c2c1	u	u	x	x
49	COc1ccc2[nH]cc(CCNC(=O)C3CCCCC(=O)N3Cc3ccccc3)c2c1 (configuration not stated)	-4.7%	-3.4%	11.7%	-14.5%
50	O=C(c1ccccc1)N1CCCCC1c1nc(-c2cccnn2)no1 (configuration not stated)	-8.8%	-6.6%	14.6%	-1.2%
51	CN(C)CCNC(=O)C1CCN(Cc2cc3ccccc3n2Cc2ccccc2)CC1	10.6%	-6.1%	x	x
52	Cc1noc(C)c1[S+](=O)([O-])N1CCN(C(=O)c2nc3cccnc3n(CCc3ccccc3)c2=O)CC1	-23.9%	4.9%	x	-6.5%

item	GPT2 inhibitor	IP6K1 inh	HEK cytotox
46	4.5%	14.0	u
47	x	-2.5	x
48	x	6.8	x
49	i	22.7	-29.9%
50	-3.0%[11.5 µM]	7.9	-1.1%
51	x	-2.1	x
52	i	8.8	-13.7%
